EBNA-1 inhibitor = blocks EBNA-1 binding to DNA; EBNA-1 DNA binding, fluorescence polarization; inhibition, % at 14.8 µM; 300,000 tested, 0.34% active; AID 1950; in the data active means inhibition above about 28%
Efflux pump mplx = blocks antifungal efflux pumps in multiplex yeast assay. S. cerevisiae Candida pump triplex, Nile Red efflux. inhibition, % at 10 µM. 330,000 tested, 0.44% active;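 active means plate passing quality check with inhibition over a set limit, or well fluorescence over plate mean plus 4 SD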;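 further: Nile Red retained in pooled yeast measured as flow cytometry median fluorescence; 0% = buffer negative control and 100% = Enniatin B positive control; higher means more Nile Red kept so more efflux inhibition; some compounds called inactive have numbers as strong as hits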
PP5 inh = PP5 (human) phosphatase inhibition; inhibition, % at 6.7 µM; P53041; purified PP5c, OMFP substrate fluorescence; 320,000 tested, 0.18% active;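 active means inhibition above the campaign's mean inhibition across all tested compounds plus 3 SD, cut at about 9.5% in these data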;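 further: 0% = DMSO only and 100% = 100 µM cantharidin control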
ZTA DNA inh = blocks Epstein-Barr virus ZTA, an EBNA-1 counter-screen | P03206 | ZTA-DNA binding, fluorescence polarization | inhibition, % at 11 µM | 320,000 tested, 0.15% active; in the data active means inhibition above about 33%
PP1 counter = PP1-alpha (human) inhibition in PP5 counter-screen; P62136; purified PP1alpha, OMFP fluorescence; inhibition, % at 6.7 µM; 320,000 tested, 0.9% active;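 active means inhibition above the mean inhibition of all tested compounds plus 3 SD, computed separately for each screening campaign, cut at about 15% in these data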
Target sequence (P62136 whole entry, looked up): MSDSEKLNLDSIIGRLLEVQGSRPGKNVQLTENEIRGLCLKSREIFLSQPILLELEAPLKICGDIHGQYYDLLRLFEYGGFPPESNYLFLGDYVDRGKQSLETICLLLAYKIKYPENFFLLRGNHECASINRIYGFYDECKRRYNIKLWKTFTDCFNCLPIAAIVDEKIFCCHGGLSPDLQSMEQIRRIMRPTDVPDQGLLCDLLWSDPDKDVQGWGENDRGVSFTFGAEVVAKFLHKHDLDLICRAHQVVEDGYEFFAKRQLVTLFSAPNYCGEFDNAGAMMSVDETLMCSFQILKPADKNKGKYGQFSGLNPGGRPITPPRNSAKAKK
Fh CTSL1 inh = counter-screen for PFM18AAP inhibitors: inhibitors of F. hepatica cathepsin L1; AID 1906; 300,000 tested, 0.49% active; inhibition, % at 5.96 µM; recombinant F. hepatica cathepsin L1, Z-Leu-Arg-MCA fluorescence;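 active means inhibition above the mean of all tested compounds plus 3 SD, set per screening campaign, cut at about 17% in these data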;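 further: 0% = plate median of test compound wells and 100% = 1 µM Z-Phe-Ala-diazomethylketone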
TPT1 inh = inhibitors of Candida albicans tRNA 2'-phosphotransferase TPT1; AID 1962; inhibition, % at 5 µM; 300,000 tested, 0.81% active; recombinant caTPT1, FP RNA substrate dephosphorylation;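 active means inhibition above the mean of all tested compounds plus 3 SD, set per screening campaign, cut at about 24% in these data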;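 further: plate controls were DMSO alone for no effect and ferristatin control at 100 nM for full effect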
PREPL inhibitor = inhibits the human prolyl oligopeptidase-like enzyme | Q4J6C6 | recombinant PREPL, fluorescence polarization activity-based probe | inhibition, % at 5.96 µM | 320,000 tested, 0.68% active; in the data active means inhibition above about 43%;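 further: 0% = enzyme with DMSO and 100% = wells lacking enzyme; many of its hits are not listed in these tables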
Target sequence (Q4J6C6 whole entry, looked up): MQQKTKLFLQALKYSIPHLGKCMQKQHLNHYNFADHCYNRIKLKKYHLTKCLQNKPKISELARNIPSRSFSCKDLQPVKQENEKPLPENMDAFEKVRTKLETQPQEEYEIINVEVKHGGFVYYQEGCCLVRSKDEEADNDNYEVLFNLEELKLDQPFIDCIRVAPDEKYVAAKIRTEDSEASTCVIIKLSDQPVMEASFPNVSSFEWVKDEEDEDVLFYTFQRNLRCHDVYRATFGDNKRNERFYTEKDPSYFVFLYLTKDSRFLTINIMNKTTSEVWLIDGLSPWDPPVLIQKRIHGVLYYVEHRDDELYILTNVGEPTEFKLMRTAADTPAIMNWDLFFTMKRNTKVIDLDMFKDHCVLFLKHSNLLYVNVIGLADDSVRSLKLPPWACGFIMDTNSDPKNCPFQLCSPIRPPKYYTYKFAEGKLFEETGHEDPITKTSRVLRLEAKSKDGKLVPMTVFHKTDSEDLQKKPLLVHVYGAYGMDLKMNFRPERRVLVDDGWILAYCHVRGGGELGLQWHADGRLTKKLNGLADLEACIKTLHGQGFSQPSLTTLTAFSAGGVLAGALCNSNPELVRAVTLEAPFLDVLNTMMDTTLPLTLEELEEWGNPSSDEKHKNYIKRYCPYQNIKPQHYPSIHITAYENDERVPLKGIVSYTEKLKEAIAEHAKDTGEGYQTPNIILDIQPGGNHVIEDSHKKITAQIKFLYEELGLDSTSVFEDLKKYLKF
core dimer inh = HCV core protein dimerization inhibition; TR-FRET GST/Flag-core106 dimerization, 1536-well; inhibition, % at 5 µM; 300,000 tested, 0.33% active;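 active means inhibition above the mean of all tested compounds plus 3 SD, set per screening campaign, cut at about 45% in these data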
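test system = GST/Flag-tagged HCV core106 proteins | probe or stimulus = Eu donor and XL665 acceptor anti-tag antibodies | times = compound-protein-antibody incubation 4 h at 22.5 °C | signal = TR-FRET, excitation 340 nm, emission 617 and 671 nm | measure = percent inhibition of core106 dimerization signal | controls = wells lacking GST-core106 and wells with excess unlabelled core106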
Numbers without * were called inactive; nt = no result given; & = joins results of further samples. This is a subset (hit frequency here may not be typical).

SMILES | EBNA-1 inhibitor | Efflux pump mplx | PP5 inh | ZTA DNA inh | PP1 counter | Fh CTSL1 inh | TPT1 inh | PREPL inhibitor | core dimer inh
COc1ccccc1N(CC(=O)NCc1ccc(F)cc1)C(=O)CCC(=O)Nc1ccccn1 | -4 | -0.1 | -0.3 | -5 | 3 | 7 | -1 | -5 | 5
COc1cccc(Nc2ccc(N3CCCCC3)cc2)c1OC | nt | 0.2 | 2.9 | -13 | -1 | nt | nt | 21 | nt
COc1ccc(-c2cc(C(=O)N3CCN(c4ccc(F)cc4)CC3)no2)cc1 | -13 | 0.7 | 1.1 | 7 | -3 | 1 | 1 | 0 | 9
CCN(CC)CCN=CC1=C(O)CNC1=O | 3 | -0.1 | 3.3 | -5 | 0 | -3 | -7 | 1 | -3
O=C(NNC(=O)c1cc2cc(OC(F)(F)F)ccc2[nH]1)c1cccc(C(F)(F)F)c1 | 5 | -0.1 | 4.0 | 7 | 0 | 2 | -1 | 0 | 2
C(=N\N(Cc1ccccc1)c1ccccc1)/c1ccco1 | -3 | 0.1 | 1.6 | -8 | 1 | -2 | 2 | -13 | -3
CCCCOc1ccc(C(=O)NCC(=O)NCCOc2ccccc2OC)cc1 | nt | 0.1 | 1.6 | 11 | -1 | nt | nt | 0 | nt
Cc1ccc2c(c1)C(N1CCCC1=O)CC(c1ccco1)N2 (centres undefined) | -5 | -0.3 | 1.4 | 1 | 0 | 1 | 0 | -4 | -10
O=C(CCCc1c[nH]c2ccccc12)NCC1COc2ccccc2O1 (centres undefined) | 2 | -0.1 | -0.5 | -13 | -3 | -5 | 2 | 3 | 1
O=C(Nc1ccccn1)C(=O)Nc1ccccn1 | 1 | 0.0 | -0.2 | 2 | -4 | -3 | 0 | 1 | 3
COCc1cc(C)nc(OCC(=O)N/N=C/c2ccc(O)cc2)c1C#N | -1 | 0.1 | -0.7 | 2 | -1 | 1 | -4 | 20 | 3
COc1ccccc1N1CCN(C(=O)COc2ccc(S(=O)(=O)NC(C)(C)C)cc2)CC1 | 16 | -0.2 | 0.8 | 4 | 0 | -3 | 0 | 2 | 9
COc1ccc(/C=N/NC(=O)c2nn(-c3ccc(C)c(C)c3)c(=O)c3ccccc23)cc1 | -9 | -0.2 | 0.6 | -8 | 1 | 2 | 3 | -1 | 56*
O=C(CN1CCN(c2ncccn2)CC1)N1CCCC1 | -2 | 0.0 | -1.5 | 6 | -3 | 0 | 2 | 8 | -1
Nc1nc(SCC(=O)c2cc(F)ccc2F)n[nH]1 | -14 | 0.2 | -1.3 | -5 | -4 | -4 | 0 | 14 | 6
O=C(NCCCN1CCCC1=O)c1cccc(S(=O)(=O)Nc2ccc(F)cc2)c1 | nt | 0.0 | -0.4 | 4 | -1 | nt | nt | -1 | nt
CCOc1ccc(C2C(C(=O)c3cccs3)=C(O)C(=O)N2Cc2cccnc2)cc1 (centres undefined) | 1 | 0.0 | -1.2 | 3 | -3 | -1 | 1 | -10 | 5
COc1ccc(NC(=O)c2cc(C)no2)cc1 | 7 | -0.3 | 0.1 | -7 | -1 | 1 | -2 | 15 | -2
O=S(=O)(NCC1CCCO1)c1ccc(Cl)c(C(F)(F)F)c1 (centres undefined) | 5 | 0.5 | 3.0 | -4 | 0 | -2 | -2 | -1 | -2
Oc1c(C(c2cccs2)N2CCN(c3ccccc3)CC2)sc2ncnn12 (centres undefined) | -14 | 0.0 | 2.6 | 8 | 2 | -2 | -1 | -1 | 3
CCOc1ccc(NC(=O)C(C)N2C(=O)c3ccccc3C2=O)cc1 (centres undefined) | -4 | 0.1 | 2.5 | 0 | -3 | -1 | 4 | 2 | -2
O=C(COc1ccc(Br)cc1CO)N1CCCc2ccccc21 | 3 | 0.2 | 0.2 | -3 | 0 | -4 | 0 | -4 | 2
COC(=O)Cc1[nH]nc2c1C1(CCSCC1)C(C#N)=C(N)O2 | 3 | -0.3 | -1.9 | -2 | -2 | 1 | -1 | 15 | 1
CC(C)Cn1c(N2CCN(C(=O)c3cccs3)CC2)nc2ccccc21 | -8 | -0.1 | 2.4 | 6 | 1 | 0 | -2 | 9 | -4
Cc1ccccc1SCC(=O)N1CCN(c2ccc(C(F)(F)F)cn2)CC1 | 2 | 0.0 | -3.0 | 8 | 1 | 0 | 1 | -27 | 4
C[C@H](CO)NC(=O)[C@@H]1C[C@H]1[C@@H](NP(=O)(c1ccccc1)c1ccccc1)c1ccccc1 | 3 | 0.1 | 1.3 | 11 | -1 | 0 | 4 | 17 | -2
CCN1CCN(Cc2nc3cc(NC(=O)COc4ccc([N+](=O)[O-])cc4)ccc3n2C)CC1 | 0 | -0.2 | 2.3 | 0 | -4 | -4 | -1 | 12 | 0
CC(C)C(=O)N1CCN(c2ccc(NC(=O)c3ccc4c(c3)OCCO4)cc2Cl)CC1 | -2 | -0.1 | 0.8 | -5 | -1 | 1 | -1 | 4 | 6
CN(C(=O)CSc1nnnn1-c1ccccc1)C1CCS(=O)(=O)C1 (centres undefined) | -1 | -0.1 | 2.0 | 2 | 1 | 5 | 0 | 18 | -6
CCOc1ccccc1Nc1nc(-c2sc(NC(=O)c3ccc([N+](=O)[O-])cc3)nc2C)cs1 | 3 | -0.1 | 0.5 | -3 | 7 | 2 | 2 | 16 | 29
CCOC(=O)c1ccc(-n2c(CN(CC)CC)nc3ccc([N+](=O)[O-])cc3c2=O)cc1 | -24 | 0.2 | -0.9 | 0 | 1 | -5 | 7 | 21 | 29
Cc1nnc(NC(=O)CCn2cnc3ccccc3c2=O)s1 | -11 | 0.1 | 0.3 | 5 | -2 | -1 | 0 | 6 | 3
COc1cccc(NC(=O)C2CCCN2C(=O)OCc2ccccc2)c1 (centres undefined) | 2 | 0.1 | 0.8 | -2 | 1 | 1 | 0 | -6 | -7
CC(=O)Nc1cccc(NC(=O)CSc2nnc3ccc(-c4ccccn4)nn23)c1 | -9 | 0.0 | 1.6 | -5 | -4 | -3 | 3 | -7 | 2
Cc1ccccc1-n1c(C)cc(/C=C(\C#N)C(=O)NCC2CCCO2)c1C (centres undefined) | 6 | -1.4 | 2.8 | -19 | 1 | 0 | -2 | 1 | -8
CN1CCN(S(=O)(=O)c2ccc(C#N)cc2)C(c2ccccc2)C1 (centres undefined) | nt | 0.2 | 2.5 | 2 | -2 | nt | nt | 5 | nt
CCNc1cc2oc(=O)c(CN3CCOCC3)c(C)c2cc1C | 0 | -0.1 | 0.1 | -4 | -3 | 3 | -13 | 11 | 2
COc1ccccc1N1CCN(CC(O)COc2cccc3ccccc23)CC1 (centres undefined) | 0&-2 | 0.0&0.0 | 4.6&0.4 | 6&4 | 3&6 | 1&0 | 1&-4 | 23&26 | -2&-1
Cc1cccc(NC(=O)C2CCN(C(=O)c3ccc(Cl)cc3)CC2)n1 | 1 | 0.0 | 0.6 | 0 | -6 | 2 | 2 | -2 | 2
CCN(C(=O)COC(=O)c1n[nH]c2ccccc12)C1CCS(=O)(=O)C1 (centres undefined) | -5 | 0.0 | 2.2 | -19 | -4 | -3 | 2 | -2 | -7

Record cards (already shown). Values in the order: EBNA-1 inhibitor | Efflux pump mplx | PP5 inh | ZTA DNA inh | PP1 counter | Fh CTSL1 inh | TPT1 inh | PREPL inhibitor | core dimer inh
COc1cccc(NC(=O)C2CCCN2C(=O)OCc2ccccc2)c1 (centres undefined) across the screens: 2 | 0.1 | 0.8 | -2 | 1 | 1 | 0 | -6 | -7
CCOC(=O)c1ccc(-n2c(CN(CC)CC)nc3ccc([N+](=O)[O-])cc3c2=O)cc1 across the screens: -24 | 0.2 | -0.9 | 0 | 1 | -5 | 7 | 21 | 29
CC(=O)Nc1cccc(NC(=O)CSc2nnc3ccc(-c4ccccn4)nn23)c1 across the screens: -9 | 0.0 | 1.6 | -5 | -4 | -3 | 3 | -7 | 2

(list continues)
SMILES | EBNA-1 inhibitor | Efflux pump mplx | PP5 inh | ZTA DNA inh | PP1 counter | Fh CTSL1 inh | TPT1 inh | PREPL inhibitor | core dimer inh
O=C1NN(c2ccccc2)C(=O)/C1=C/c1ccc(Sc2cccc3ccccc23)o1 | 8 | 0.1 | 1.3 | 8 | 9 | 6 | 4 | 25 | 10
Cc1cc(=O)[nH]c(N/N=C/c2ccc(OC(=O)c3ccco3)cc2)n1 | 6 | -0.1 | 1.0 | -7 | 0 | -1 | -1 | 4 | -8
Cc1cccc(OCC(=O)Nc2nc3ccc([N+](=O)[O-])cc3s2)c1C | 8 | 0.0 | -8.2 | 2 | -9 | 5 | 6 | 12 | 0
Cc1ccc(-c2ccc(/C=N/N=C3/NC(=O)C(CC(=O)O)S3)o2)c([N+](=O)[O-])c1 (centres undefined) | 1 | 0.3 | 2.9 | 2 | 2 | 7 | -1 | 23 | -2
COc1ccc2cc(S(=O)(=O)N3CCCCCC3)ccc2c1 | -15 | 0.2 | 1.1 | 1 | 0 | 0 | 0 | -3 | 8
COc1cc(C(=O)NC(=S)Nc2ccc3oc(=O)ccc3c2)cc(OC)c1OC | 2 | 0.1 | 0.9 | 12 | -1 | 6 | -1 | 1 | 2
CC(C)C(NC(=O)c1ccccc1F)C(=O)Nc1ccc2c(c1)OCO2 (centres undefined) | 7 | -0.1 | -1.4 | -5 | -1 | 6 | -1 | -3 | -1
Cc1onc(-c2c(Cl)cccc2Cl)c1C(=O)c1c[nH]c(C(=O)NC2CC2)c1 | -18 | 0.1 | 2.8 | -10 | -1 | 1 | -1 | 6 | -1
COc1ccccc1C(=O)Nc1ccc(N2CCN(Cc3ccccc3)CC2)cc1 | 8 | 0.0 | 3.1 | 6 | 0 | 1 | -2 | 32 | 5
COc1ccc(C2=NS(=O)(=O)N(C)C(C(=O)NCc3ccco3)=C2)cc1OC | -1 | -0.1 | -3.6 | -20 | -4 | 1 | 3 | 7 | -8
O=C(CCNC(=O)c1ccc(Cl)cc1)Nc1ccc(S(=O)(=O)N2CCOCC2)cc1 | nt | 0.0 | -1.5 | 9 | -2 | nt | nt | -5 | nt
COc1cccc(-c2cc(C(=O)N3C(C)CCCC3C)no2)c1 (centres undefined) | 9 | 0.1 | 2.5 | -2 | 3 | -2 | -2 | -9 | -1
Cc1cc(C(=O)NCc2cccs2)ccc1[N+](=O)[O-] | 6 | 0.1 | -0.7 | 12 | -3 | 12 | 0 | 0 | 3
COc1ccc(NC(=O)COC(=O)/C=C/c2cccs2)c(OC)c1 | nt | -0.1 | -1.6 | 0 | -3 | nt | nt | 8 | nt
O=C(CSc1nc2ccccc2c(=O)n1-c1ccccc1)NCc1ccco1 | 0 | -0.3 | 0.1 | -16 | -1 | -4 | -1 | 2 | -12
NC(=O)c1ccc(NC(=O)COC(=O)c2ccc3c(c2)OCCO3)cc1 | -1 | -0.2 | 1.2 | 8 | -3 | 1 | 1 | -3 | -1
COc1ccccc1CN(C)c1ccc(S(=O)(=O)N2CCN(C)CC2)cn1 | nt | 0.1 | 2.4 | -8 | -3 | nt | nt | 9 | nt
CCOc1ccc(NC(=O)CN2C(=O)S/C(=C/c3cccn3C)C2=O)cc1 | 10 | 0.0 | 0.8 | 1 | 2 | 4 | 6 | -11 | 2
COc1ccc(NC(=S)N2CCN(Cc3ccco3)CC2)c(OC)c1 | -2 | 0.5 | 1.2 | -21 | -2 | -2 | 2 | 10 | -3
COc1ccc(C(=O)O/N=C(\N)Cc2ccc(Cl)c(Cl)c2)cc1OC | 12 | -0.2 | 3.8 | -6 | 0 | -1 | -2 | 11 | 9
COc1ccc(S(=O)(=O)N2CCCCCC2)cc1C(=O)N(C)CC(=O)Nc1ccc(Cl)c(Cl)c1 | 4 | -0.1 | 4.4 | -4 | 1 | 1 | -1 | 11 | -1
COc1cccc(OC)c1C(=O)OCC(=O)NCc1ccco1 | nt | 0.0 | 1.0 | 5 | -3 | nt | nt | 3 | nt

Screening results deposited in PubChem by several laboratories.
